From PubChem BioAssay
TPT1 inhibitor = inhibitors of Candida albicans tRNA 2'-phosphotransferase TPT1; recombinant caTPT1, FP RNA substrate dephosphorylation; inhibition, % at 5 µM; 300,000 tested, 0.81% active; AID 1962;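 active means inhibition above the mean of all tested compounds plus 3 SD, set per screening campaign, cut at about 24% in these data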;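 further: plate controls were DMSO alone for no effect and ferristatin control at 100 nM for full effect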
PP5 inh = blocks human protein phosphatase 5 activity; purified PP5c, OMFP substrate fluorescence; 320,000 tested, 0.18% active; inhibition, % at 6.7 µM;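 active means inhibition above the campaign's mean inhibition across all tested compounds plus 3 SD, cut at about 9.5% in these data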;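 further: 0% = DMSO only and 100% = 100 µM cantharidin control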
JMJD2C inh = inhibitors of human GASC-1 (JMJD2C) demethylase; Q9H3R0; 330,000 tested, 0.069% active; GST-JMJD2C(1-420) H3K9me3 demethylation, DELFIA europium; inhibition, % at 2.35 µM;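 active means more than half of a compound's replicate wells show inhibition beyond 50%, single wells judged on their own value; inconclusive means some, but no more than half, of replicates pass 50% inhibition; inactive means no replicate passes 50% inhibition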;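 further: signal counts dimethyl H3K9 product captured on neutravidin plate; 0% = median of DMSO wells and 100% = 0.3 times that DMSO median; strong numbers were not always called active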
Target sequence (Q9H3R0 1-420 limits assumed): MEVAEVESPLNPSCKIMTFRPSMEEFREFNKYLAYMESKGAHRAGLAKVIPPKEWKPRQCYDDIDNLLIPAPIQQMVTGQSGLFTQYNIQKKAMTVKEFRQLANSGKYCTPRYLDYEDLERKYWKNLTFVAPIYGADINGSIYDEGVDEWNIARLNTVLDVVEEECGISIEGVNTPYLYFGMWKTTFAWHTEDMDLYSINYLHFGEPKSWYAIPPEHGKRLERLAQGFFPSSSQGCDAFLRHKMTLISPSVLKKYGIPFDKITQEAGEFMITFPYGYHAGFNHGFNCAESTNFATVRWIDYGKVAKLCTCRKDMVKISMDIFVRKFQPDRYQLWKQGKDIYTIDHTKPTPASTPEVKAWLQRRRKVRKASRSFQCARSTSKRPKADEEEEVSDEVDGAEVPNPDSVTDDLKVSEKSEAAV
EBNA-1 inh = blocks EBNA-1 binding to DNA | EBNA-1 DNA binding, fluorescence polarization | inhibition, % at 14.8 µM | 300,000 tested, 0.34% active | AID 1950; in the data active means inhibition above about 28%
ZTA DNA inh = blocks Epstein-Barr virus ZTA, an EBNA-1 counter-screen. P03206. ZTA-DNA binding, fluorescence polarization. inhibition, % at 11 µM. 320,000 tested, 0.15% active. AID 2234; in the data active means inhibition above about 33%
Target sequence (P03206 whole entry, looked up): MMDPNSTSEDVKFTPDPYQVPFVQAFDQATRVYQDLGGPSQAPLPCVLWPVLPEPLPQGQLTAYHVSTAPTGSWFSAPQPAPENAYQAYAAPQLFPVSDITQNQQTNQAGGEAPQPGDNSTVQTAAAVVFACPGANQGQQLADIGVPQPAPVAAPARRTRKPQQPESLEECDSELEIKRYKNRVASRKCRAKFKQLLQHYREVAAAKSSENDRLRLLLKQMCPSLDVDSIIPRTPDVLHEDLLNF
core dimer inh = blocks dimerization of HCV core protein; TR-FRET GST/Flag-core106 dimerization, 1536-well; inhibition, % at 5 µM; 300,000 tested, 0.33% active; AID 1899;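 active means inhibition above the mean of all tested compounds plus 3 SD, set per screening campaign, cut at about 45% in these data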
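System – GST-tagged and Flag-tagged HCV core protein residues 1-106 · Repeats – one well for each compound · Technique – TR-FRET 671 and 617 nm emission · Doses – one concentration, 5 µM, in 0.5% DMSO · Times – 4 h, 22.5 °C incubation · Also added – Eu donor and XL665 acceptor anti-tag antibodies · Measure – percent inhibition of core106 dimerization signal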
CTSL1 counter = blocks F. hepatica cathepsin L1 in PFM18AAP counter-screen | recombinant F. hepatica cathepsin L1, Z-Leu-Arg-MCA fluorescence | inhibition, % at 5.96 µM | 300,000 tested, 0.49% active | AID 1906;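 active means inhibition above the mean of all tested compounds plus 3 SD, set per screening campaign, cut at about 17% in these data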;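 further: 0% = plate median of test compound wells and 100% = 1 µM Z-Phe-Ala-diazomethylketone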
PP1 counter = PP1-alpha (human) inhibition in PP5 counter-screen. 320,000 tested, 0.9% active. P62136. purified PP1alpha, OMFP fluorescence. inhibition, % at 6.7 µM. AID 2235;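 active means inhibition above the mean inhibition of all tested compounds plus 3 SD, computed separately for each screening campaign, cut at about 15% in these data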
Target sequence (P62136 whole entry, looked up): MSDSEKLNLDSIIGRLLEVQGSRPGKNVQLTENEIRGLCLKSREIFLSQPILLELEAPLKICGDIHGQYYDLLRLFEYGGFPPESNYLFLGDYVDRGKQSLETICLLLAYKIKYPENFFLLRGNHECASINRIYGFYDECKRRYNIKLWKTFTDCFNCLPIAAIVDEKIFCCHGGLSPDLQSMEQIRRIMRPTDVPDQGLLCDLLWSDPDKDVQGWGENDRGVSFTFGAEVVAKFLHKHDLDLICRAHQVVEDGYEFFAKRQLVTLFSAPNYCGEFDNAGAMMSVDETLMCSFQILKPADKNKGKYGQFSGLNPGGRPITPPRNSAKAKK
Yeast superoxide = lowers age-related superoxide in aged yeast cells. S. cerevisiae aged cells, superoxide DHE fluorescence; hits give low values. superoxide response (% of plate mean), % at 10 µM. 330,000 tested, 0.18% active. AID 2690;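 active means superoxide response under a set limit, about three screen SD below normal, cut at about 65% in these data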;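 further: yeast aged for seven days with compound at 30 °C before DHE staining; 100% = average MFI of all compound-treated wells on the plate with controls excluded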
An asterisk follows results filed as active; ? = inconclusive; · = not tested or not shown; & = joins results of further samples.

SMILES	TPT1 inhibitor	PP5 inh	JMJD2C inh	EBNA-1 inh	ZTA DNA inh	core dimer inh	CTSL1 counter	PP1 counter	Yeast superoxide
CC(C)CNC(=S)NC1CC2CCCC(C1)N2Cc1cccs1 (configuration not stated)	-1	-2.5	-3	5	-10	-2	8	-3	106
Cc1ccc(-n2c(C)cc(/C=N/NC(=O)c3ccncc3)c2C)c(C)c1	0	5.0	4	-2	-11	-3	0	0	88
CC(C)(C)CC(C)(C)NCC(O)COCCOc1ccc(Br)cc1 (configuration not stated)	4	1.2	-5	-1	-9	-8	-3	-2	112
Cc1onc(-c2ccccc2Cl)c1C(=O)Nc1ccc(OCC(=O)N2CCOCC2)cc1	-2	0.5	-14&5	11	3	5	2	-2	94
O=C(CN1C(=O)c2ccccc2C1=O)N1CCOCC1	1	2.4	3	-1	9	-1	0	-1	96
Cc1cc(C)n(-c2nnc(C)n2N)n1	-3	1.9	9	5	-5	-8	2	-2	94
COc1ccc(S(=O)(=O)NC2CCc3ccccc32)cc1OC (configuration not stated)	4	-0.1	-30	-11	-1	-1	-3	-4	77
C=CCn1c(N)c(C(=O)Nc2ccccc2OC)sc1=S	-1	1.1	3	7	-6	-4	1	0	122
O=C1CCc2cc(NS(=O)(=O)c3ccc(F)cc3)cc3c2N1CCC3	-2	0.1	-16	-1	10	1	-2	-5	104
Cc1cc(C(=O)Cn2nc(C(=O)O)c3ccccc3c2=O)c(C)n1C1CC1	1	-1.9	10	14	21	4	-2	-4	106
Nc1ccc(N2CCN(c3ccc(F)cc3)CC2)cc1	4	3.5	10	-18	2	-6	-5	3	85
CCN(CC)S(=O)(=O)c1cc(C)c(C)cc1Br	1	1.8	9	5	-3	6	0	0	71
Cc1cccc2c1-c1sc(C(=O)Nc3cccc([N+](=O)[O-])c3C)cc1CO2	-5	5.1	32	5	-16	0	1	6	91
COCC(C)NC(=O)CSc1nc(-c2ccccc2)c(-c2ccccc2)o1 (configuration not stated)	2	2.1	2	2	-6	6	-2	3	100
COc1ccccc1-c1nnc(NC(=O)c2ccc(S(=O)(=O)N3CCOCC3)cc2)o1	3	5.4	4	-5	-1	0	3	3	93
C[n+]1c2n(c3ccccc31)N=C(c1cc(C(C)(C)C)c(O)c(C(C)(C)C)c1)CS2	-3	1.9	3	4	8	0	3	7	97
CCC1CCC2(CC1)NC(=O)N(CC(=O)Nc1cccc(S(=O)(=O)N(C)c3ccccc3)c1)C2=O (configuration not stated)	·	5.5	-2	·	12	·	·	2	85
O=C(COC(=O)c1c2c(nc3ccccc13)/C(=C\c1cccs1)CCC2)Nc1ccccc1	1	-0.1	-3	8	6	10	-2	-2	102
CCN(CC)CCCNC(=O)c1ccc2c(SCC(=O)O)c3c(nc2c1)CCC3	-3	-3.1	0	11	15	3	2	-4	89
CC(=O)N1CC2(C)CN(C(C)=O)CC(C)(C1)C2	2	0.9	0	11	4	-4	-3	-2	100
CC(C)OCCCNC(=O)CN1C(=O)/C(=C/c2ccccc2)Sc2ccccc21	-1	0.2	-2	-9	-3	0	0	-3	96
O=C(Nc1ccc2c(c1)nc1n2CCSC1)c1ccco1	4	-1.9	5	3	7	25	2	5	110
COC(=O)Nc1ccc(SCC(=O)c2ccc(Cl)cc2)cc1	-3	1.5	3	-11	3	-2	0	1	102
Cc1ccc(NC(=O)C(=O)Nc2ccccn2)cc1	-2	-0.2	-11	5	8	-10	-1	3	92
CC1CC(C)CN(C(=O)CNC(=O)c2sc3ccccc3c2Cl)C1 (configuration not stated)	·	2.8	1	·	21	·	·	6	103
O=C(CCn1c(=O)oc2ccccc21)Nc1nccs1	-2	1.0	0	-8	-5	-1	-1	-1	91
COc1ccc(NS(=O)(=O)c2cccc(C(=O)N3CCCC(C)C3)c2)cc1 (configuration not stated)	-2	1.3	3	-3	5	4	0	-7	99
CCOC(=O)C1CCN(C(=O)CN2C(=O)c3cccnc3Oc3ccc(C)cc32)CC1	2	0.3	-4	1	6	10	-3	0	99
Cc1c(C(=O)OCC(=O)N2CCC(C)CC2)oc2ccccc12	-3	-1.4	-4	5	-6	2	3	-1	110
COc1ccc(Nc2nc3ccccc3nc2C)cc1	0	1.1	75	2	5	2	2	-3	106
COc1ccc(-n2c(C)nnc2SCC(=O)Nc2ccccc2F)cc1	3	3.5	-6	-17	-4	-1	-1	-3	107
NC(=O)c1nn(Cc2ccccc2)c(=O)c2ccccc12	3	0.5	1	2	9	2	1	-3	110
O=C(N/N=C/c1ccc(Br)o1)c1cccnc1	1	-0.4	11	-9	4	-4	2	0	86
Cc1cccc(N=c2oc3cc(O)ccc3cc2C(N)=O)c1	20	2.9	-2	0	12	2	6	3	92
CCCCCOC(=O)C1[C@H]2C(=O)N(CCCOC)C[C@]23C=C[C@H]1O3 (some centres not stated)	-6	1.6	-1	8	5	1	11	5	98
CC(C)n1nccc1N(Cc1ccc(Br)cc1)S(=O)(=O)c1ccccc1	-4	6.5	9	-2	-6	9	-1	3	88
O=C(Nc1ccc2c(c1)CCC2)Nc1ccc(F)cc1F	0	3.6	-3	-4	9	-19	-4	-3	110
CCN(Cc1ccccc1)C(=O)c1ccccc1C	1	-1.3	-14	0	4	2	0	-4	101
O=C(N/N=C/c1c[nH]c2ccccc12)c1cccc([N+](=O)[O-])c1	1	-0.7	2	-2	18	-5	6	2	101
O=c1c2cc(Cl)ccc2oc2nc3n(c(=O)c12)CCCS3	0	2.1	-1	-1	10	10	1	4	120
Cn1c(=O)c2c(nc(NCCc3ccccc3)n2CC(=O)NCCc2ccccc2)n(C)c1=O	-1	-4.8	1&-2	3	-1	0	-2	-3	109
CN(Cc1ccccc1)S(=O)(=O)c1ccc2[nH]c(=O)oc2c1	-2	3.0	-23	1	6	2	-2	1	102
COc1ccc(/C=C/c2ccc3cccc(O)c3n2)c(OC)c1OC	-1	5.0	-2	-9	-15	2	3	12	109
Cc1cc(C)c(C(=O)NCC2CCCO2)c(C)c1C(=O)NCC1CCCO1 (configuration not stated)	-3	0.8	-2	-14	4	3	-2	-2	97
CCOC(=O)c1cc(-c2ccccc2C)n(Cc2cc(C)no2)n1	·	2.1	2	·	11	·	·	-5	104
COc1ccc(N=CC=C2OC(C)(C)C(C)(C)O2)cc1OC	1	-1.4	8	-2	9	-4	2	-1	93
c1ccc(CCNc2nc(-c3cccnc3)cs2)cc1	1	0.9	2	-1	6	-3	-2	1	109
O=C(O)CC1=C(O)C(=O)N(c2ccccc2)C1c1ccccc1 (configuration not stated)	2	-1.0	-4	-2	-6	2	-2	1	108
O=C(C1=C[C@H](c2csc3ccccc23)C[C@H](OCc2ccc(CO)cc2)O1)N1CCCCCCC1	1	2.5	4	11	-17	11	2	7	91
Cc1csc(NC(=O)c2cccnc2)n1	-1	2.2	-2	-5	7	0	-6	-2	110
O=C(CSc1nncn1-c1cccnc1)Nc1ccccc1[N+](=O)[O-]	-4	-0.2	0	-4	3	-4	2	-2	123
CC1Cc2cc(/C(O)=C3/C(=O)C(=O)N(CC4CCCO4)C3c3ccco3)ccc2O1 (configuration not stated)	-3	2.0	-11	-5	5	5	-1	-3	99
Cn1c(=O)c2c(nc(CN3CCN(Cc4ccccc4)CC3)n2CCN2CCOCC2)n(C)c1=O	-1	0.4	-8	0	-25	3	6	6	102
Cc1ccc(OC(=O)C2CSC3(C)CCC(=O)N23)c(Br)c1 (configuration not stated)	1	1.0	?	-12	6	1	-4	-4	92
COc1ccc(Oc2nc3c(c(=O)n(C)c(=O)n3C)n2Cc2ccccc2)cc1	-3	-3.5	-4	2	22	7	-1	-4	109
NC(=O)C1CCN(CC(=O)NC2CCCc3ccccc32)CC1 (configuration not stated)	0	2.4	-9	0	2	-2	-4	-3	100
CCn1c2ccccc2c2cc(NC(=O)CSc3nnc(-c4cccc(OC)c4)n3N)ccc21	1	5.4	0	2	10	4	5	1	105
Cc1ccccc1NC(=S)N(CCc1c(C)[nH]c2ccc(F)cc12)Cc1ccncc1	0	-2.9	2	-5	-3	4	3	-2	96
COc1cc(CCC(=O)OCC(=O)Nc2ccccc2C#N)cc(OC)c1OC	-3	-7.7	7	-2	-6	2	-2	-10	90
CSC1=NCCN1C(=O)C(C)Oc1ccccc1 (configuration not stated)	-2	1.5	-1	-7	1	0	0	-6	111

Following part
SMILES	TPT1 inhibitor	PP5 inh	JMJD2C inh	EBNA-1 inh	ZTA DNA inh	core dimer inh	CTSL1 counter	PP1 counter	Yeast superoxide
COc1ccc(S(=O)(=O)N(C)c2ccc(C(=O)NCC3CCCO3)cc2)cc1OC (configuration not stated)	-4	2.2	-2	-2	-2	3	-1	5	105
CN(C)c1cc(NC(=O)CNC(C)(C)C)c2ccccc2n1	0	1.0	5	-9	5	1	3	6	100
O=C1c2cccnc2C(=O)N1Cc1cccs1	-3	-2.8	0	16	18	0	1	3	105
O=C(Nc1ccccc1)Nc1csc2ccccc12	-1	0.5	14	13	12	-1	-3	-1	63*
O=C(NNC(=O)c1cc2ccccc2cc1O)Nc1ccc(F)cc1F	1	-0.1	12	2	-2	-3	1	1	106
COc1ccccc1CC(NC(C)=O)C(=O)N1CCN(C(=O)c2cccs2)CC1 (configuration not stated)	-2	1.6	0	1	-5	2	0	0	105
Cc1ccc(C(=O)Oc2coc(CSc3nnc(NC(=O)c4cccs4)s3)cc2=O)cc1	0	0.1	-17	18	-8	29	1	-2	99
Cc1ccc(S(=O)(=O)N2CCC(=O)N(C(COCc3ccc(C(F)(F)F)cc3)C(C)C)CC2)cc1 (configuration not stated)	-2	6.1	-12	9	-2	6	2	9	93
CCOc1ccc(NC(=O)c2cccnc2SC)cc1	3	1.5	-18	-14	-11	3	8	-1	100
Cc1cc(C)n2nc(C(=O)N/N=C/c3cn(C)nc3C)nc2n1	1	-2.0	-3	-1	6	1	2	-2	97
CCOC(=O)/C(=N\Nc1ccccc1Cl)N1CC(C)OC(C)C1 (configuration not stated)	-1	0.4	-10	-15	-7	2	-6	-3	102
CCCCOC(=O)c1cc(=O)[nH]c2ccccc12	1	0.6	4	11	2	2	0	-1	89
O=C(NCCCN1CCOCC1)C1CC(=O)N(c2ccccc2)C1 (configuration not stated)	4	0.1	-37	-10	5	-7	-4	-4	103
CC1=CC(=O)C2=C(C)CC[C@@H]3[C@H](OC(=O)[C@H]3C)[C@@H]12	-1	1.5	-6&-1	-4	-19	-26	0	3	99
CC(C)(C)c1ccc(C(=O)N2CCC(C(=O)NCc3ccncc3)CC2)cc1	-3	3.3	40	-7	-6	6	-1	0	117
Cc1cccnc1Nc1nc(-c2ccccc2)cs1	1	2.1	7	-5	0	2	0	-1	102

Among those listed so far, these contain a tert-butyl group.
SMILES	TPT1 inhibitor	PP5 inh	JMJD2C inh	EBNA-1 inh	ZTA DNA inh	core dimer inh	CTSL1 counter	PP1 counter	Yeast superoxide
CC(C)(C)CC(C)(C)NCC(O)COCCOc1ccc(Br)cc1 (configuration not stated)	4	1.2	-5	-1	-9	-8	-3	-2	112
C[n+]1c2n(c3ccccc31)N=C(c1cc(C(C)(C)C)c(O)c(C(C)(C)C)c1)CS2	-3	1.9	3	4	8	0	3	7	97
CN(C)c1cc(NC(=O)CNC(C)(C)C)c2ccccc2n1	0	1.0	5	-9	5	1	3	6	100
CC(C)(C)c1ccc(C(=O)N2CCC(C(=O)NCc3ccncc3)CC2)cc1	-3	3.3	40	-7	-6	6	-1	0	117
